# Screening results from PubChem.
# SENP7 block = SENP7 protease inhibitors, primary screen, biochemical, luminescence, uHTS; Sentrin-specific protease 7 (Homo sapiens), Q9BQF6; recombinant SENP7, Z-RLRGG-aminoluciferin luminescence, 40 min; inhibition, % at 5 µM; 1.5% of 330,000 active;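 active means inhibition above about 50% at the single test dose, limit read from the data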;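 further: plate controls were DMSO with enzyme for no effect and no enzyme buffer wells for full effect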
# SENP1 FRET inh = human SENP1 catalytic domain inhibitors, primary screen, biochemical, FRET, uHTS | recombinant SENP1 catalytic domain, CyPet-SUMO1-YPet FRET cleavage | AID 624204, 2012 | 0.21% of 360,000 active | Sentrin-specific protease 1 (Homo sapiens), Q9P0U3 | inhibition, % at 10 µM;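 active means inhibition at least 30% at 10 µM, raw YFP signal under a set limit, fluorescence ratio 0.5 to 1.5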;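 further: 0% = enzyme with DMSO and 100% = no enzyme wells; some results filed as inactive read as strong as hits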
#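 Assay system: hSENP1 catalytic domain, recombinant. Amount: SENP1 enzyme, 20 pM final. Schedule: 50 min reaction, RT, dark. Technique: FRET, CFP and YFP emission. Control set: no-enzyme wells low, DMSO-plus-enzyme wells high control.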
# SENP8 block-1 = human SENP8 protease inhibitors, primary screen, biochemical, fluorescence, Nedd8 protein substrate, uHTS. recombinant SENP8. AID 602440, 2012. 0.64% of 360,000 active. inhibition, % at 20 µM. Sentrin-specific protease 8 (Homo sapiens), Q96LD8; in the data active means inhibition mostly above about 40%, no sharp cut-off; inactive means mostly below about 27%
# Apaf-1 inh = inhibitors of human Apaf-1 apoptosome, primary screen, biochemical, DEVD-Rh110 fluorescence, uHTS; Apoptotic protease-activating factor 1 (Homo sapiens), O14727; reconstituted apoptosome caspase-3 activity; inhibition, % at 20 µM; 0.71% of 330,000 active; AID 489030, 2010; active means inhibition of at least 40% at 20 µM;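 further: plate controls were DMSO wells for no effect and DEVD-CHO caspase inhibitor wells for full effect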
#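 Assay system: Apoptosome proteins | Medium: pH 7.5 Hepes buffer with CHAPS, BSA, DTT | Also added: Cytochrome c and DEVD-Rh110 substrate | Times: 30 min plus 50 min, RT | Detection: Rhodamine 110 fluorescence at Ex 480/Em 540 nm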
# PfG6PD inh = PfG6PD enzyme inhibitors, primary screen, biochemical, fluorescence intensity, uHTS | glucose-6-phosphate dehydrogenase-6-phosphogluconolactonase (Plasmodium falciparum 3D7) | PfGluPho enzyme, NADPH resazurin-diaphorase fluorescence | inhibition, % at 20 µM | 0.78% of 350,000 active;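 active means inhibition reaching at least a set limit at 20 µM in the primary screen, cut at about 59% in these data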;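 further: 0% = DMSO wells with substrate and 100% = DMSO wells lacking glucose-6-phosphate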
# SENP8 block-2 = SENP8 protease inhibitors, primary screen, biochemical, luminescence | purified SENP8, Z-RLRGG-aminoluciferin cleavage | inhibition, % at 10 µM | 1.2% of 330,000 active | AID 2540, 2010; in the data active means inhibition above about 50%
# SENP6 inh = SENP6 protease inhibitors, primary screen, biochemical, luminescence, uHTS; Sentrin-specific protease 6 (Homo sapiens), Q9GZR1; Recombinant SENP6 catalytic domain, aminoluciferin luminescence; inhibition, % at 10 µM; 1.8% of 330,000 active;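 active means inhibition above about 50% at the single tested dose, limit read from the data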;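 further: plate controls were DMSO wells with enzyme for no effect and DMSO wells lacking enzyme for full effect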
# HKDC1 inh = HKDC1 hexokinase inhibitors, primary screen, biochemical, fluorescence, uHTS; inhibition, % at 20 µM; recombinant HKDC1, G6PDH/diaphorase resazurin coupled fluorescence; Q2TB90; 0.16% of 340,000 active;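 active means inhibition above about 35% when tested at 20 µM, limit read from the data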;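 further: plate controls were DMSO wells with enzyme for no effect and DMSO wells lacking enzyme for full effect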
#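 Assay system: recombinant HKDC1 hexokinase; detection: coupled resazurin fluorescence, excitation 525 nm, emission 613 nm; benchmarks: DMSO-plus-enzyme-mix negative control, buffer-substituted positive control; compound dosing: single 20 µM dose; schedule: 90 min at room temperature in dark; also added: glucose plus 1 mM ATP as hexokinase substrates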
# * marks the source's active call; other numbers are inactive results; i = inactive; x = no result given; & = joins results of further samples.
SMILES,SENP7 block,SENP1 FRET inh,SENP8 block-1,Apaf-1 inh,PfG6PD inh,SENP8 block-2,SENP6 inh,HKDC1 inh
Clc1ccc(-c2cc3ccccc3nc2N2CCOCC2)cc1,8,-3,-392,18,-11,2,2,-2
CCCNC(=O)CCn1nc(-c2ccc(Cl)cc2)c2ccccc2c1=O,2,0,22,-15,-2,0,9,-5
COc1ccc(N(C(C)C(=O)NN=C2CCCC2)S(C)(=O)=O)cc1 (configuration not stated),0,2,8,-11,-10,-13,-10,-10
CCOc1ccc(OCC(=O)NCCS(=O)(=O)N2CCN(c3ccc(F)cc3)CC2)cc1,4,-1,12,-1,-1,3,-8,-1
O=C(Nc1ccccc1Oc1ccccc1)c1ccccc1F,6,1,29,9,-10,-11,3,11
OCCN(CC#CC(O)(c1ccccc1)c1cccc(F)c1)CCO (configuration not stated),0,2,12,4,-20,0,-13,-2
CCN1C(=O)c2cccc3c(NC(=O)c4ccc(OC)c(OC)c4)ccc1c23,-8,46,2,10,16,-17,-4,8
O=C(O)CCc1nc2ccccc2n(CCc2ccccc2)c1=O,8,-5,-358,-2,-13,0,4,-1
COCCn1c(SCC(=O)NCC2CCCO2)nc2c(c1=O)SC(C)C2 (configuration not stated),2,0,19,-6,22,8,-2,-1
CS(=O)(=O)N(C(=O)NC(=O)NC1CCS(=O)(=O)C1)C1CCCCC1 (configuration not stated),-17,3,1,-8,-5,-4,-19,-9
CC(=O)c1c(C)n(CC(=O)NCc2ccc3c(c2)OCO3)c2ccccc12,-7,1,4,-6,-17,-4,0,-6
O=C(CCCOc1cccc(Br)c1)NCCOc1ccccc1,-5,0,0,18,19,5,5,-2
COc1cc(/C=C(\C#N)C(=O)NC2CCCCC2)ccc1OCc1ccc(C(=O)O)cc1,0,-19,-65,-6,5,0,0,2
COc1ccc(-c2nnc(SCc3nnc(-c4cccs4)o3)n2CC2CCCO2)cc1 (configuration not stated),-5,1,11,-2,4,-4,-18,-4
Cc1nn(Cc2ccc(Cl)cc2Cl)c(C)c1NC(=O)c1nc2n(n1)C(C(F)F)CC(C)N2 (configuration not stated),x,2,12,x,-15,x,x,-5
CCNC(=O)NC(=O)C(C)OC(=O)C1CCN(S(=O)(=O)c2ccc(C)c(C)c2)CC1 (configuration not stated),2,-3,18,10,-24,-4,-2,5
CCc1c(N)nc(N)nc1Nc1ccc(C)c(C)c1,x,-1,8,x,23,x,x,-5
CCCC(=O)Nc1ccc2c(c1)nc(CCNC(=O)c1ccccc1)n2C,-9,2,17,0,-20,-10,-12,6
O=C(COC(=O)CNC(=O)c1ccccc1Cl)Nc1cc(C(F)(F)F)ccc1Cl,3,0,24,0,11,0,4,-3
COCC(C)N=C1SCCN1Cc1ccccc1 (configuration not stated),-14,1,2,-1,12,-9,7,-6

# One compound at a time, as listed above. Order of values: SENP7 block, SENP1 FRET inh, SENP8 block-1, Apaf-1 inh, PfG6PD inh, SENP8 block-2, SENP6 inh, HKDC1 inh
# Results for Clc1ccc(-c2cc3ccccc3nc2N2CCOCC2)cc1 → 8, -3, -392, 18, -11, 2, 2, -2
# Results for Cc1nn(Cc2ccc(Cl)cc2Cl)c(C)c1NC(=O)c1nc2n(n1)C(C(F)F)CC(C)N2 (configuration not stated) → x, 2, 12, x, -15, x, x, -5

# (continued)
SMILES,SENP7 block,SENP1 FRET inh,SENP8 block-1,Apaf-1 inh,PfG6PD inh,SENP8 block-2,SENP6 inh,HKDC1 inh
CCOC(=O)c1cc(-c2ccc(F)cc2)n(CC(=O)NCc2ccccn2)c1C,1,2,18,-13,-6,0,-5,-6
CCOC(=O)c1c(NC(=O)c2ccc(Br)o2)sc(C)c1CC,7,-5,-379,20,12,3,-4,-4
Cc1ccc(OCCCCN2CCc3ccccc3C2)cc1,5,2,18,-1,7,0,-2,-3
CCCNC(=O)COC(=O)/C=C/c1ccc(C)o1,-5,1,-3,2,14,-8,-33,-15
CC1CCC(C(C)C)C(OC(=O)C2=C3c4ccccc4S(=O)(=O)N3CC2)C1 (configuration not stated),2,1,i,-2,16,-2,-2,8
Cc1cc(N2CCOCC2)nc2ccc(NC(=O)CCC(=O)N3CCC(C)CC3)cc12,0,-3,-287,2,7,-12,-5,5
O=C(COC(=O)c1ccccc1O)Nc1ncc(Cl)cc1Cl,4,-14,-12,-14,-15,0,-3,8
O=C(CN1C(=O)NC2(CCCCC2)C1=O)Nc1ccccc1N1CCCC1,10,3,4,6,-11,1,-2,-10
O=S1(=O)CCOC(CO)CN1Cc1ccc(Cl)c(Cl)c1 (configuration not stated),10,3,5,0,-10,x,x,12
Cc1onc(-c2ccccc2Cl)c1C(=O)NC(=S)Nc1ccccc1F,-9,2,29,-7,4,-7,-8,-5
O=C(COC(=O)c1ccccc1O)Nc1ccc(N2CCOCC2)cc1,6,2,0,-7,-9,-10,-1,-3
NS(=O)(=O)c1ccc(CCNS(=O)(=O)c2cccc3nsnc23)cc1,-6,2,9,-2,0,-10,-8,0
Cc1cccc(C)c1N1C(=O)CCC(C)(C)C1=O,-5,3,7,-3,-10,-4,-35,-3
CC(C)c1ccc(S(=O)(=O)N2CCN(C(=O)C3CC3C)CC2)cc1 (configuration not stated),1,-1,9,7,-1,-5,3,-3
NC1=NC(=O)C(Cc2ccccc2)S1 (configuration not stated),0,1,32,-17,5,-1,-9,-7
CC(C)(C)CC(C)(C)NCC(=O)Nc1c2c(nc3ccccc13)CCC2,2,-2,19,5,0,-4,7,-9
O=C(CSc1nnc2scc(-c3ccccc3)n12)N1CCCc2ccccc21,-3,1,7,7,-13,-10,-11,9
CC[C@H]1c2[nH]c3ccccc3c2C[C@@H]2C(=O)N(c3ccc(F)cc3)C(=O)N21,-4,-41,17,13,13,-2,0,4
CCCc1c(O)nc(SC2CC(=O)N(c3ccc(OC)cc3)C2=O)[nH]c1=O (configuration not stated),0,2,26,-2,-14,-5,-4,-1
CCOC(=O)CSc1nc(C)[nH]c1[N+](=O)[O-],5,3,11,-2,1,3,1,-13
O=C(c1cccc(Br)c1)c1conc1C(=O)c1ccco1,1,-2,11,6,10,0,-27,-7
Cc1ccc(N2C(=O)CS/C2=C(\C(Cl)=C(Cl)Cl)[N+](=O)[O-])cc1,5,4,12,-12,-9,-4,-25,0
Cc1ccc(C(=O)N(C)CCOc2ccccc2)cc1S(=O)(=O)N1CCOCC1,5,-1,-3,-2,-12,-1,-12,-6
CC(CC(=O)OCC(=O)NC1CCS(=O)(=O)C1)c1ccccc1 (configuration not stated),8,1,16,-1,2,-3,0,-3
COCCNC(=S)N/N=C(\C)c1ccc(Cl)c(Cl)c1,11,1,7,9,1,-1,-15,-9
CCN(C(=O)COC(=O)C(Cc1ccccc1)N1C(=O)c2ccccc2C1=O)C1CCS(=O)(=O)C1 (configuration not stated),0,0,21,-1,11,5,-3,-10
CCOc1ccc(S(=O)(=O)n2ccnc2)c2ccccc12,2,2,6,1,-13,6,-1,18
O=C(Oc1ccccc1)c1cc2ccccc2o1,-8,3,28,3,12,-65,33,-2
Cc1[nH]nc2c1C(c1ccc(O)cc1)C1=C(CC(C)(C)CC1=O)N2 (configuration not stated),-3,2,-375,7,1,-5,1,1
Cc1ccsc1/C=N/NC(=O)c1cccs1,20,2,-23,-8,-2,5,16,-14
CC(=O)OC1C2CCC1C([N+]1(C)CCCCC1)CC2 (configuration not stated),10,2,-3,-1,6,0,-9,-5
Cn1c(N)c(C(=O)CSc2nc(N)cc(=O)[nH]2)c(=O)n(C)c1=O,2,-6,15,-6,4,4,-15,4
CCc1nnc(NC2=NCCC2)s1,-3,2,29,-3,6,2,-8,-1
COc1ccc(C(OC(=O)c2ccco2)C(=O)NC(C)(C)C)cc1OC (configuration not stated),x,0,23,x,-2,x,x,-5
COc1ccc(CCNC(=O)CNCCc2ccc(F)cc2)cc1,3,0,15,2,1,4,-2,-3
COc1ccccc1NC(=O)C1=C(C)Nc2nc(-c3cccs3)nn2C1c1cccc(O)c1 (configuration not stated),5,-2,16,1,-2,0,-3,1
CCCCn1c(N)c(N(CC(C)C)C(=O)CCCc2nc3ccccc3c(=O)[nH]2)c(=O)[nH]c1=O,1,-3,20,4,-2,-7,-13,6
Cc1cc([N+](=O)[O-])nn1CCCC(=O)Nc1cccnc1Cl,-14,-2,18,-20,-9,-3,21,1
CC1=CC(C)=Nc2ccc(C)cc2N1,6&8,-6&-7,-27&-3,-5&-17,12&8,2&-4,11&6,-6&-9
CN(Cc1nc2ccccc2c(=O)[nH]1)C(=O)c1cc2c(s1)CCCCC2,14,-6,-2,12,-13,1,7,0
C/C(=N\NC(=O)c1cccc(S(=O)(=O)N2CCCC2)c1)c1ccncc1,0,4,8,-2,0,6,-4,-3
CCOc1ccccc1OCC(=O)Oc1ccc(C)c(C)c1,4,5,7,8,-16,-9,-15,8
Cc1ccc(CS(=O)Cc2ccc(C(=O)N3CCOCC3)o2)cc1 (configuration not stated),-2,1,16,-12,-6,-7,-1,1
CSc1nnc(-c2ccc(O)cc2)n1C,1,0,13,-9,-1,6,1,-9
COc1cc(OC)c(C2=NOC(C(=O)Nc3cc(C)nn3-c3ccccc3)C2)cc1Cl (configuration not stated),-3,0,8,-1,1,-1,-22,10
CCOC(=O)Cn1c(O)c(N=NC(=O)OC)c2ccccc21,5,0,28,-15,-4,4,-9,-4
Cc1c(C(=O)N2CCN(Cc3ccccc3)CC2)sc2ncnc(N3CCOCC3)c12,-4,-2,0,-16,6,-8,3,10
COc1ccc(S(=O)(=O)N2CCOCC2)cc1NC(=O)c1ccc2c(c1)OCO2,5,0,11,2,-11,6,4,-3
COc1ccc(Cl)cc1C(=O)NNC(=O)C1CCCO1 (configuration not stated),-4,3,2,1,-4,-6,-11,2
CCCOC(=O)c1ccc(OCC(O)Cn2c(C)nc3ccccc32)cc1 (configuration not stated),-8,4,6,14,12,-10,2,-1
COc1ccccc1-c1cc(C(=O)NC2CCCC2)no1,6,4,-6,8,14,-1,-12,-5
CCOc1ccc(NC(=S)NC(=O)c2cnn(CC)c2)c([N+](=O)[O-])c1,-2,1,11,5,15,3,2,-4

# Compounds listed so far with an aryl thioether with sulfur outside any ring (seven):
SMILES,SENP7 block,SENP1 FRET inh,SENP8 block-1,Apaf-1 inh,PfG6PD inh,SENP8 block-2,SENP6 inh,HKDC1 inh
COCCn1c(SCC(=O)NCC2CCCO2)nc2c(c1=O)SC(C)C2 (configuration not stated),2,0,19,-6,22,8,-2,-1
COc1ccc(-c2nnc(SCc3nnc(-c4cccs4)o3)n2CC2CCCO2)cc1 (configuration not stated),-5,1,11,-2,4,-4,-18,-4
O=C(CSc1nnc2scc(-c3ccccc3)n12)N1CCCc2ccccc21,-3,1,7,7,-13,-10,-11,9
CCCc1c(O)nc(SC2CC(=O)N(c3ccc(OC)cc3)C2=O)[nH]c1=O (configuration not stated),0,2,26,-2,-14,-5,-4,-1
CCOC(=O)CSc1nc(C)[nH]c1[N+](=O)[O-],5,3,11,-2,1,3,1,-13
Cn1c(N)c(C(=O)CSc2nc(N)cc(=O)[nH]2)c(=O)n(C)c1=O,2,-6,15,-6,4,4,-15,4
CSc1nnc(-c2ccc(O)cc2)n1C,1,0,13,-9,-1,6,1,-9
